LYP inhibition: inhibitors of LYP phosphatase, biochemical, fluorescence intensity, uHTS (AID 1779) | recombinant LYP phosphatase, fluorescence intensity; higher % means a stronger effect | one-dose inhibition, % at 11.5 µM; IC50 in µM for titrated hits | 290,000 tested, 0.054% active; in the data active = inhibition above about 50%;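 note: plate controls were vehicle with enzyme for no effect and no enzyme for full effect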
Myeloid diff 2: myeloid differentiation induction. ER-HoxA9 myeloid progenitors, lysozyme-GFP differentiation, flow cytometry. AID 624256. calls only at 10 µM. 360,000 tested, 1% active;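 active = normalized GFP-positive differentiation at or above the plate's own cutoff, the solvent-only control mean plus 3 SD; inconclusive = no clear call, values can overlap the other calls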;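 note: cells exposed to compound for four days before flow analysis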
Myeloid diff 2 GFP+ MAC1+ %: recorded beside Myeloid diff 2, whose call it bears; GFP+ MAC1+ double positive, %; measured here: differentiation confirmed by MAC1 staining
* = called active by the depositor; i = inactive; ? = inconclusive; / = no result given; + = active, no number. A portion of the library, so the mix of outcomes need not match the whole.

SMILES	Myeloid diff 2 GFP+ MAC1+ %	Myeloid diff 2	LYP inhibition
O=C(O)c1ccc(Cn2ccc3ccccc32)o1	0.8	i	-6%
O=C(NC(=S)NNC(=O)c1ccccc1[N+](=O)[O-])c1ccc(Br)cc1	0.7	i	-2%
COCC(=O)N1CCC(Oc2ccc(C(=O)NC(C)c3nc(C)sc3C)cc2)CC1 (configuration not stated)	2.0	i	-12%
Cc1ccc(S(=O)(=O)N2CCCC(N3CCOCC3)C2)cc1Cl (configuration not stated)	0.4	i	-9%
NNc1nc(-c2ccccc2)cc(-c2ccc(Br)cc2)n1	0.5	i	-4%
COc1ccc(-n2nc(C(=O)NCC(=O)NCc3ccccc3OC)c3ccccc3c2=O)cc1	1.0	i	-7%
O=C(NCCN1CCCCC1)Nc1cccc(F)c1	0.3	i	-4%
N#CCC(=O)Nc1ccc(C(=O)N2CCN(c3ccccn3)CC2)cc1	0.5	i	-10%
Cc1cccc2c1cnn2C(=O)CCC(=O)NCc1ccc(F)cc1	1.4	i	-9%
CC(C)c1ccc(N2C(=O)C3C4C=CC(CC4)C3C2=O)cc1 (configuration not stated)	0.1	i	-8%
Cc1nn(-c2ccc(NC(=O)c3ccncc3)cc2)c(C)c1Cl	0.6	i	-5%
C[C@]12C=CC(=O)C=C1CC[C@@H]1[C@@H]2[C@@H](O)C[C@@]2(C)[C@H]1CC[C@]2(O)C(=O)CO	12	i	-11%
CN1CCN(c2ccc(C(CC(N)=O)NC(=O)c3ccccc3)cc2[N+](=O)[O-])CC1 (configuration not stated)	0.5	i	-4%
COc1ccc(C(=O)C2CCCN(C(=O)c3ccc(CSC)o3)C2)cc1F (configuration not stated)	0.6	i	-4%
Cc1sc2ncn(CC(=O)NCCCC(=O)N3CCC(C(N)=O)CC3)c(=O)c2c1C	1.4	i	-5%
Cn1c(=O)oc2cc(S(=O)(=O)NCCC(=O)NCc3ccccc3Cl)ccc21	5.5	i	-19%
CCOc1ccccc1N=Nc1c(C)[nH]n(C(N)=S)c1=O	0.5	i	-2%
COc1ccc(NC(=S)c2ccc3ccccc3n2)cc1	0.4	i	-7%
COc1ccc(N2CCN(C(=O)COC(=O)c3ccco3)CC2)cc1	11*	+	-13%
S=c1[nH]c2ccc(Cc3ccc4[nH]c(=S)[nH]c4c3)cc2[nH]1	0.7	i	-9%
Cn1c(=O)c2c(nc(Oc3cccc(Br)c3)n2C)n(C)c1=O	/	?	-8%
O=C(O)c1ccc2c(=O)n3c(nc2c1)/C(=C/c1ccc(C(F)(F)F)cc1)CC3	0.5	i	-5%
CCN(CC)C(=O)Cn1cc(S(=O)(=O)CC(=O)NCc2ccc(F)cc2)c2ccccc21	0.5	i	-3%
CN(CCCC1CCCC1)C(=O)c1cc(COc2ccc(F)c(F)c2)on1	1.1	i	-7%
CCCCCCC(O)(c1ccc(OC)cc1)C(CN1CCOCC1)c1ccccc1 (configuration not stated)	0.3	i	3%
Cc1cccc(CCNC(=O)c2cccc(NC3=NC4CS(=O)(=O)CC4S3)c2)c1 (configuration not stated)	2.1	i	-10%
COc1ccc(CNC(=O)CN(C(=O)c2snc(C(N)=O)c2N)c2ccc(F)cc2)cc1	1.1	i	-9%
COC(=O)c1ccc(NS(=O)(=O)NC(=O)c2c[nH]c3ccccc23)cc1	4.8	i	-9%
Cc1ccc(NC(=O)CNCc2cccs2)cc1Br	0.6	i	-5%
COc1cccc(CSc2nc3nc(C)cc(C)n3n2)c1	0.7	i	-1%

An excerpt from above, reduced to Myeloid diff 2 GFP+ MAC1+ %.
SMILES | Myeloid diff 2 GFP+ MAC1+ %
CCCCCCC(O)(c1ccc(OC)cc1)C(CN1CCOCC1)c1ccccc1 (configuration not stated) | 0.3
Cc1cccc(CCNC(=O)c2cccc(NC3=NC4CS(=O)(=O)CC4S3)c2)c1 (configuration not stated) | 2.1
COc1ccc(CNC(=O)CN(C(=O)c2snc(C(N)=O)c2N)c2ccc(F)cc2)cc1 | 1.1

Continued:
SMILES	Myeloid diff 2 GFP+ MAC1+ %	Myeloid diff 2	LYP inhibition
COc1cc(Br)cc(Br)c1OCC(=O)N/N=C/c1c(C)n(C)n(-c2ccccc2)c1=O	0.9	i	-4%
COc1ccc2nc(NC(=O)CSc3cn[nH]n3)sc2c1	0.4	i	-2%
CC(C)c1ccc(NC2CCCN(C(=O)c3n[nH]c4c3CCC4)C2)cc1 (configuration not stated)	3.8	i	-11%
Nc1ccc(C(=O)N2N=C(c3ccc(F)cc3)CC2(O)C(F)(F)F)cc1 (configuration not stated)	1.0	i	-4%
COc1ccc(Cl)cc1NC(=O)c1nnn(CC(=O)Nc2cc(C)cc(C)c2)c1N	1.3	i	-16%
Cc1c(C(=O)N2CCCCC2)c(S(=O)(=O)N2CCN(c3ccccc3F)CC2)c(C)n1C	3.8	i	-8%
COc1ccc(OCc2nnc(SCC(=O)Nc3ccccc3Cl)o2)cc1	0.5	i	-11%
Cc1cccc(-c2cc(C(=O)Nc3cccnc3)c3ccccc3n2)c1	1.2	i	-7%
COc1ccc(NC(=O)CN(C)S(=O)(=O)c2ccc3c(c2)n(C)c(=O)c(=O)n3C)cc1	5.1	i	-6%
CN(C)C(=O)COc1ncnc2sc(-c3ccccc3)cc12	0.9	i	-2%
O=C1CC(=O)Nc2cc(S(=O)(=O)Nc3ccc(F)cc3Cl)ccc2N1	1.6	i	-9%
COc1cccc(CN2CC(C(=O)NCCCn3ccnc3C)CCC2=O)c1 (configuration not stated)	2.3	i	-9%
CC(C)c1ccc(OCC(=O)N2CCN(C(=O)c3ccco3)CC2)cc1	0.6	i	-6%
Cc1ccc(C(=O)Nc2ccc(C(=O)N3CCCCC3)cc2)o1	4.4	i	-7%
CCOc1ccc2oc(C(=O)N3CC(C)OC(C)C3)c(C)c2c1 (configuration not stated)	1.0	i	-5%
CC(=O)c1ccc(NC(=O)CCc2c(C)nn(-c3ccc(N4CCOCC4)nn3)c2C)cc1	3.2	i	-12%
COc1cc(/C=C2\C(=N)N3N=C(CC(=O)N4CCOCC4)SC3=NC2=O)cc(OC)c1OC	0.9	i	-4%
COC(=O)C1=C(C)N(Cc2ccccc2)C(=NCCc2ccccn2)N[C@H]1c1cccc(F)c1	2.4	i	-12%
COCCn1c(C)cc(O)c(C(=O)Nc2cccc(Cl)c2)c1=O	2.5	i	-6%
COc1ccc(CNC(=O)CN(Cc2ccco2)C(=O)CNS(=O)(=O)c2ccc(F)cc2)cc1	0.4	i	-6%
CN(C(=O)c1cc(S(=O)(=O)N2CCCCC2)c[nH]1)C1CCCCC1	2.5	i	-7%
O=S(=O)(Nc1ccc(S(=O)(=O)N2CCOCC2)cc1)c1ccc(Br)cc1	0.5	i	-7%
COCCCn1c(C23CC4CC(CC(C4)C2)C3)n[nH]c1=S	0.4	i	-3%
CN(N=Nc1cccc([N+](=O)[O-])c1)c1ccccc1	0.6	i	-7%
CCn1cc(CN2CCC(C(=O)Nc3ccc(Oc4ccccc4F)cc3)CC2)c(C)n1	1.4	i	-8%
N#C/C(=C\c1ccccn1)c1ccccn1	0.3*	+	-6%
Cc1nc(N)nc(SCc2ccc([N+](=O)[O-])cc2)c1N	0.2	i	-6%
C=CCSc1nc2ccccc2n2cnnc12	0.3	i	-8%
COc1ccccc1CCN1CCCC(CN(C)C(=O)CCC(=O)N(C)C)C1 (configuration not stated)	0.6	i	-8%
CCN1CCN(C(=O)C2CCN(c3nnc(C)c4c(C)n(-c5ccc(C)cc5)nc34)CC2)CC1	5.1	i	-5%
COC(C[C@@H]1O[C@@H]1[C@H](O)[C@@H](C)OCc1ccccc1)OC	1.1	i	-7%
CCN(CC)S(=O)(=O)c1ccc(C(=O)NC(=S)N(CCO)Cc2ccccc2)cc1	1.0	i	2%
CC(=O)Nc1ccc(NC(=O)Nc2cccc(Cl)c2)cc1	0.4	i	-10%
COc1ccc(N(C(=O)c2snc(C(N)=O)c2N)C(C(=O)NC2CCCC2)c2ccc(C)o2)c(OC)c1 (configuration not stated)	0.7	i	8%
COc1ccc(Cc2nnc(NC(=O)C3CCN(C(=O)c4ccco4)CC3)s2)cc1	0.6	i	-6%
COc1ccccc1NC(=O)c1ccc(-n2ccnc2)c([N+](=O)[O-])c1	0.4	i	-7%
CN(C)c1ccc(C(C(=O)NCc2ccccc2)N(Cc2cccnc2)C(=O)c2snc(C(N)=O)c2N)cc1 (configuration not stated)	0.5	i	-6%
CCn1cc(C(=O)NCCCN2CCCC(C)C2)c(=O)c2cc(S(=O)(=O)N(C)C3CCCCC3)ccc21 (configuration not stated)	7.0	i	-10%
COc1ccc(C(=O)CCC(=O)NCCc2c[nH]c3ccccc23)cc1OC	1.6	i	-8%
Cc1cccc(N(C)c2ncnc3onc(-c4ccc(F)cc4)c23)c1C	2.5	i	-11%

Five entries drawn at random from those above:
SMILES	Myeloid diff 2 GFP+ MAC1+ %	Myeloid diff 2	LYP inhibition
COC(C[C@@H]1O[C@@H]1[C@H](O)[C@@H](C)OCc1ccccc1)OC	1.1	i	-7%
COc1ccc(N(C(=O)c2snc(C(N)=O)c2N)C(C(=O)NC2CCCC2)c2ccc(C)o2)c(OC)c1 (configuration not stated)	0.7	i	8%
Cc1cccc(N(C)c2ncnc3onc(-c4ccc(F)cc4)c23)c1C	2.5	i	-11%
CN(C)c1ccc(C(C(=O)NCc2ccccc2)N(Cc2cccnc2)C(=O)c2snc(C(N)=O)c2N)cc1 (configuration not stated)	0.5	i	-6%
CCn1cc(C(=O)NCCCN2CCCC(C)C2)c(=O)c2cc(S(=O)(=O)N(C)C3CCCCC3)ccc21 (configuration not stated)	7.0	i	-10%

New compounds follow:
SMILES	Myeloid diff 2 GFP+ MAC1+ %	Myeloid diff 2	LYP inhibition
COc1ccccc1N(CC(O)CN1CCC(C)CC1)S(=O)(=O)c1ccccc1 (configuration not stated)	0.7	i	-5%
COC(=O)c1ccc(CNC(=O)C2CCC(=O)N(C3CCCCCC3)C2)cc1 (configuration not stated)	4.7	i	0%
O=C(NNC(=O)c1ccco1)Nc1ccccc1	0.5	i	-5%
COc1cc(CC(=O)OCC(=O)N2CC(C)CC(C)C2)cc(OC)c1OC (configuration not stated)	0.6	i	-7%
COc1ccc2oc(=O)c(C(=O)NCc3ccccc3)cc2c1	1.0	i	-12%
COc1ccc(-n2ccn3c(CCC(=O)N4CCN(c5cccc(C)c5C)CC4)nnc3c2=O)cc1	2.6	i	-7%
Cc1cccc(N(C)C(=O)CCS(=O)(=O)c2cc3c(cc2Cl)NC(=O)CO3)c1	3.6	i	-6%
C/C(=N\NC(=O)c1cccs1)c1ccc2ccccc2c1	0.1	i	-2%
CCOC(=O)CCC(=O)Nc1ccc(S(=O)(=O)N2CCc3ccccc32)cc1	0.6	i	-9%
COc1ccc(C(=O)N/C(=C\c2cn(S(=O)(=O)N(C)C)c3ccccc23)C(=O)NCCCN2CCOCC2)cc1	1.3	i	-11%
CCOC(=O)C1CCN(S(=O)(=O)c2ccc3c(c2)N(C(C)=O)CC(C)S3)CC1 (configuration not stated)	1.2	i	-10%
CCOc1ccc(N(CC)C(=O)Cc2c(C(=O)O)n(C)c3ccccc23)cc1	0.4	i	2%
COc1cc2c(cc1OC)CN(C(=O)Cc1c(F)cccc1Cl)CC2	6.6	i	-4%
CCc1nc2nc(C)c(NS(=O)(=O)c3ccc(F)cc3)c(=O)n2[nH]1	0.3	i	-10%
CCC(CC)c1nnc(NC(=O)CN2C(=O)NC3(CCCC3)C2=O)s1	1.3	i	-9%
CC(c1ccccc1)n1c(SCC(=O)Nc2ccccc2)n[nH]c1=O (configuration not stated)	0.3	i	-5%
CC(CNC(=O)Cn1ccc2cc(S(=O)(=O)N3CCCC3)ccc21)c1ccccc1 (configuration not stated)	2.6	i	-10%
COc1cc(-c2c(-c3ccc4c(c3)OCO4)noc2C)ccc1F	1.1	i	-3%
Cc1ccc(S(=O)(=O)n2ccc3c(OCCOCCNCc4ccc(F)cc4)cccc32)cc1	1.2	i	-17%
S=C(NCc1ccc2c(c1)OCO2)NC1CCN(Cc2ccccc2)CC1	4.7	i	-7%
COc1ccc(CN2CCCC(CO)(Cc3ccc(F)cc3)C2)c(OC)c1OC (configuration not stated)	0.2	i	-5%
O=C(N/N=C\c1ccc2c(c1)OCO2)c1cncc(Br)c1	1.1	i	-3%
CN(C)c1ccc(/C=C/c2nc3ccccc3c(=O)[nH]2)cc1	0.2	i	-3%
CCS(=O)(=O)N1CCC(C(=O)Nc2ccccc2OC)CC1	0.7	i	-10%
CC(Sc1nccn1C)C(=O)c1ccc(Br)cc1 (configuration not stated)	3.1	i	-10%
COc1cc(/C=C/c2ccc3cccc(O)c3n2)cc(Cl)c1OC	0.6	i	2%
CC(=O)N1c2ccc(S(=O)(=O)N3CCCCC3)cc2CC1C(=O)Nc1ccc(C)cc1 (configuration not stated)	1.2	i	-7%
Cc1ccc(CN2CCC(Oc3ccc(C(=O)NCc4ccccn4)cc3)CC2)o1	1.0	i	-6%
CCC(Sc1nc2ccncc2[nH]1)C(=O)Nc1cc(Cl)ccc1C (configuration not stated)	1.1	i	-2%
CN(Cc1ccc(Cl)cc1)C(=O)c1ccc2ccccc2n1	1.2	i	-4%
COc1ccc(/C=N\NC(=O)c2ccccc2F)cc1COc1ccc(F)cc1	1.0	i	-2%
